Menin MLL FP TR: qHTS Assay for Inhibitors Targeting the Menin-MLL Interaction in MLL Related Leukemias: Competition With Texas Red Labeled MLL-derived Mutant Peptide; Menin + Texas Red MLL mutant peptide, fluorescence polarization; Potency, µM (doses to about 61.6 µM), for inactives: at the top dose FP activity change, negative = inhibition, hits mostly inhibitors; AID 1768, 2009; 0.23% of 270,000 active; O00255; active = well fitted inhibition curve with a large enough effect in the polarisation, with a control signal flat, not every such curve was filed as active; inconclusive = small, poorly fitted or top-dose-only effect, or effect the other way, or a change in a side signal; inactive = no such curve, though single readings can be large or run the other way; the % refers to the polarisation; note: potency is the fitted concentration of half-maximal effect; % of control where 0% means no effect; many of its hits are not listed in these tables
MLL CXXC-DNA inh: qHTS Fluorescence Polarization Assay for Inhibitors of MLL CXXC domain - DNA interaction. Histone-lysine N-methyltransferase 2A (Homo sapiens), Q03164. MLL-CXXC / FITC-HOXA9 DNA fluorescence polarization. Potency, µM (top dose mostly 115 µM), inactives show at the top dose activity change, negative = inhibition, hits mostly inhibitors. 0.037% of 290,000 active; active = well fitted inhibition curve with a large enough effect in the polarisation, with a control signal flat, not every such curve was filed as active; inconclusive = small, poorly fitted or top-dose-only effect, or effect the other way, or a change in a side signal; inactive = no such curve, though single readings can be large or run the other way; the % refers to the polarisation; note: potency is the fitted concentration of half-maximal effect
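Steps: dispense CXXC domain solution (7 uM) → pin compounds or unlabeled HOX-A9 DNA control → 5 min ambient → add FLSN-HOX-A9 solution (50 nM) → spin → 30 min ambient → fluorescence polarization. Tris pH 7.5/NaCl/DTT/BSA buffer.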
KCNH2 WT inh: qHTS for Inhibitors of KCHN2 3.1: Wildtype qHTS; Voltage-gated inwardly rectifying potassium channel KCNH2 (Homo sapiens), Q12809; U2OS, BacMam KCNH2, thallium flux FluxOr; active compounds read low; activity change, % at 1.84 µM; 0.37% of 340,000 active;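 active = maximum activity change below -70%; inconclusive = maximum activity change between -70% and -50%; inactive = maximum activity change above -50%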; note: % is set by controls: 0 for no effect and ±100 for the full control effect
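U2OS cells were transduced with wild-type KCNH2 virus (2.03 x 10^8 / mL) for 4 h at room temperature, then cultured overnight at 37 C. Thallium flux was read with FluxOr dye. Rate constants were normalized to DMSO controls.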
TRPV1 ag: HTS Assay for Compounds that Act as Agonists of the Vanilloid Receptor 1. Transient receptor potential cation channel subfamily V member 1 (Homo sapiens), Q8NER1. TRPV1-expressing cells, Fluo-8 calcium influx, agonist mode. activation, % at 8.33 µM. 0.19% of 320,000 active. AID 540275, 2011; in the data active = activation above about 80%; inconclusive = between about 30% and that limit; note: 0% is about no effect
Target sequence (Q8NER1 whole entry, looked up): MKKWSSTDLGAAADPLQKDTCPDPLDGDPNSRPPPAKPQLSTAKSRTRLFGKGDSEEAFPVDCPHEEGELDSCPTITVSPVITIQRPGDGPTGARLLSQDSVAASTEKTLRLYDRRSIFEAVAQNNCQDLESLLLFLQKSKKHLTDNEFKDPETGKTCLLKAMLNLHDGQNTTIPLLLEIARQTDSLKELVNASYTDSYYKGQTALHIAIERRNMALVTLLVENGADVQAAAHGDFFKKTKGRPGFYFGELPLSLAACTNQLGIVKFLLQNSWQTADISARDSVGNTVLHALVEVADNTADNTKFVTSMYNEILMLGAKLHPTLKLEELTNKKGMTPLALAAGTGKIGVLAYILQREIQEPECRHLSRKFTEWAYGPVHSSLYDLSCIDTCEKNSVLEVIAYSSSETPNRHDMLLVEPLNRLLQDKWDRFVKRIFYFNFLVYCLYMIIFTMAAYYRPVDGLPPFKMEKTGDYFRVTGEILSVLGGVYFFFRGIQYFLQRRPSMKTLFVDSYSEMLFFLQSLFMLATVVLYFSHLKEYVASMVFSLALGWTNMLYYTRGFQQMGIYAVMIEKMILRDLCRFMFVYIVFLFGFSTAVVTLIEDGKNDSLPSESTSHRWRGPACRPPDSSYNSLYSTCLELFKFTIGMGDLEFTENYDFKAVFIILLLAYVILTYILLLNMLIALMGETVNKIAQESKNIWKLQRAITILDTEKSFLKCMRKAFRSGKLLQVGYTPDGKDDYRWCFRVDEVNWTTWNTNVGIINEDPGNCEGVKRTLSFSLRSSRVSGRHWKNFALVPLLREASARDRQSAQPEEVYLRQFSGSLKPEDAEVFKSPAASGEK
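TRPV1-expressing cells were cultured overnight at 35.5C and loaded with Fluo-8 calcium dye for 40 to 90 min at room temperature. After a 10 s baseline, compound was added and calcium influx was read kinetically for 3 min (ex 480/em 520 nm).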
KCNH2 3.1 block: qHTS for Inhibitors of KCHN2 3.1: Mutant qHTS; activity change, % (tested at about 1.8 µM); 0.95% of 340,000 active; Potassium voltage-gated channel subfamily H member 2, brain isoform KCNH2 3.1 (human); U2OS KCNH2 3.1, thallium flux FluxOr; active compounds read low; AID 720553, 2013;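 active = maximum activity change below -70%; inconclusive = maximum activity change from -70% to -50%; inactive = maximum activity change above -50%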;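 note: thallium influx rate constant from kinetic fluorescence after stimulation buffer; % is set by controls: 0 for no effect and ±100 for the full control effect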
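Thallium flux via FluxOr fluorescence (Red40 quencher, 45 min loading) in U2OS cells virally expressing the KCNH2 3.1 isoform (1.77 x 10^8 /mL virus, overnight at 37 C). Rate constants from 2-min kinetic reads post-stimulation, normalised to positive and negative controls.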
GALK inh: qHTS Assay for Inhibitors of Human Galactokinase (GALK); P51570; Purified GALK, Kinase-Glo residual ATP luminescence; Potency, µM (titrated, usually from 57.5 µM), for inactives: at the highest dose activity change, negative = inhibition, most hits filed as inhibitors; 0.007% of 270,000 active; AID 1868, 2009; note: potency is the fitted concentration of half-maximal effect; % is set by controls: 0 for no effect and ±100 for the full control effect
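Galactose (100 uM) and ATP (35 uM) were turned over by 5 nM GALK for 1 h at RT. Kinase-Glo Plus then converted the remaining ATP into a luminescent signal.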
USP2a inh: qHTS Assay for Inhibitors of Ubiquitin-specific Protease USP2a Using CHOP2 as the Reporter; AID 463254, 2010; Potency, µM (series often up to 38.3 µM), for the others: top-dose activity change, negative = inhibition, most hits filed as inhibitors; 0.01% of 330,000 active; USP2 core, Ub-CHOP2 coupled fluorogenic reporter, 485/531; Ubiquitin carboxyl-terminal hydrolase 2 (Homo sapiens), O75604;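 note: potency is the fitted concentration of half-maximal effect; plate controls were DMSO wells for no effect and full inhibition by NEM control for full effect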
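Cell-free coupled assay: 10nM USP2 core preincubated 30min RT with compound in Tris-HCl pH 8.0/CaCl2/CHAPS buffer, then 25nM Ub-CHOP2 and 25nM reporter substrate; fluorescence (Ex 485/Em 531) read after 60min RT, normalized to NEM inhibition, concentration-response curves fitted.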
Giardia killer: Small Molecules that selectively kill Giardia lamblia: qHTS; Giardia lamblia trophozoite viability; activity change, % at 7.66 µM, hits read low; 0.15% of 340,000 active; AID 540267, 2011; in the data active = activity change below about -80%; inconclusive = between about -30% and that limit;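 note: parasites exposed to compound for two days anaerobically before the ATP read; % is set by controls: 0 for no effect and ±100 for the full control effect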
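Media and compound were dispensed first, then trophozoites at 100 cells/well; plates sat 48 hrs at 37 deg C without oxygen before ATP luminescence reagent was added and read after 15-30 min at room temperature.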
PKM2 act: qHTS Assay for Activators of Human Muscle isoform 2 Pyruvate Kinase; 0.34% of 260,000 active; AID 1631, 2009; Potency, µM (titrated, usually from 57.5 µM), inactives show at the highest dose activation, actives largely listed as activators; purified PKM2, Kinase-Glo ATP luminescence, activation; response scale: 0% is enzyme alone, no compound; Pyruvate kinase PKM (Homo sapiens), P14618; note: potency is the fitted concentration of half-maximal effect; % is set by controls: 0 for no effect and ±100 for the full control effect; nearly all actives have a fitted effect of over 55% in size
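Purified hPK-M2 (>95%) run at intermediate activity with 0.1 mM ADP and 0.5 mM PEP in 50 mM imidazole pH 7.2, KCl, MgCl2; 1 h room temperature. ATP formed read by Kinase-Glo luminescence; normalized to uninhibited and no-enzyme controls.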
B2AR arrestin: qHTS assay of beta-arrestin-biased ligands of beta2-adrenergic receptor. 0.02% of 330,000 active. Potency, µM (top dose mostly 46.1 µM), without a hit: at the top dose activation, hits mostly activators. beta-arrestin recruitment to beta2AR, cell-based reporter;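 note: potency is the fitted concentration of half-maximal effect; 0% = DMSO controls and full agonism = EC100 isoproterenol or metaproterenol; nearly all actives have a fitted effect of over 65% in size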
FBPA coupling cs: qHTS Assay for Inhibitors of Fructose-1,6-bisphosphate Aldolase from Giardia Lamblia: Coupling assay counterscreen; coupling enzyme system counterscreen, AmpLite Red fluorescence; activity change, negative = inhibition, % at 58.2 µM, hits read low; 0.67% of 290,000 active; AID 2472, 2010; in the data active = activity change below about -30%; note: % is set by controls: 0 for no effect and ±100 for the full control effect
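First, compound is pin-transferred into glyceraldehyde-3-phosphate coupling-enzyme reagent at 57.5 uM final and held 10 min at RT. Next, substrate, coupling system and AmpLite Red are added. After 20 min RT, fluorescence (525/598 nm) is read.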
An asterisk follows results filed as active; i = inactive; ? = inconclusive; . = no result given; [ ] = remark or other dose. Unless noted, calls come from the whole dose curve; as a rule, active = well fitted curve in the direction sought with a large enough effect; inconclusive = small, poorly fitted or top-dose-only effect, or another doubt; inactive = no such curve, though single readings can be large; an effect the other way counts as inactive or inconclusive. Not all compounds are listed. The share of hits here may be higher or lower than overall.

SMILES	Menin MLL FP TR	MLL CXXC-DNA inh	KCNH2 WT inh	TRPV1 ag	KCNH2 3.1 block	GALK inh	USP2a inh	Giardia killer	PKM2 act	B2AR arrestin	FBPA coupling cs
Cc1ccc(OCC(=O)N2CCOCC2)c([N+](=O)[O-])n1	.	3%	-7	-1	-2	0%	-4%	-2	-7%	-0.1%	-1
Cn1ncc(Br)c1NC(=O)c1cc(Cl)cc(Cl)c1	34%[activator]	1%	-21	0	-34	0%	1%	18	.	-0.6%	3
O=C(O)CCC(=O)NNC(=O)c1ccc(Br)cc1	5%	0%	5	2	3	3%	1%	10	-3%	-0.4%	0
Cc1ccccc1CN(c1ccc(C(=O)NCC2CCCO2)cc1)S(C)(=O)=O (stereo not given)	5%	4%	-5	1	24	3%	2%	-14	-1%	0.2%	12
CCOc1cc(S(=O)(=O)NCCc2ccc(OC)c(OC)c2)c(OCC)cc1-n1cnnn1	-4%	4%	1	1	5	-1%	3%	-6	5%	-0.2%	4
COCC1CCN(C(=O)c2cc(COc3ccc(-n4cncn4)cc3)on2)C1 (stereo not given)	.	1%	6	?	18	1%	0%	1	-8%	-0.3%	.
CC(=O)c1c(CC(=O)O)[nH]n(-c2nc3ccccc3s2)c1=O	2%	9%	2	-1	-3	-4%	1%	-11	19%	-0.2%	1
CCOC(=O)c1sc(=S)n(-c2ccc(Cl)cc2)c1SC	-15%	-7%	9	1	-23	-2%	0%	-3	-5%	0.0%	-3
O=C1C2C(C(=O)N1/N=C/c1cc(Br)cc([N+](=O)[O-])c1O)C1C=CC2C12CC2 (stereo not given)	31%[activator]	-18%	1	1	-1	-2%	0%	-2	-10%	-0.5%	4
CCC1(c2ccc(OC)cc2)NC(=O)N(CC(=O)NC2CCCCC2C)C1=O (stereo not given)	.	.	-10	-3	-4	.	0%	-12	.	0.0%	.
O=C(Nc1ccc(S(=O)(=O)Nc2ncccn2)cc1)c1ccc(Cl)c([N+](=O)[O-])c1	-7%	?	34	4	6	0%	0%	6	4%	0.2%	2
Cc1ccc(-c2cc(C(=O)OCC(=O)N(C)C3CCS(=O)(=O)C3)c3ccccc3n2)c(C)c1 (stereo not given)	32%[activator]	0%	9	?	-12	11%	-17%	-11	.	-0.4%	-7
COc1cc2c(cc1OC)C(c1ccccc1)N(C(=O)CCl)CC2 (stereo not given)	9%	3%	-10	3	-11	-6%	1%	-3	3%	-0.2%	3
COc1ccccc1C(=O)N=C1NC(=O)CC2C(=O)NCCN12 (stereo not given)	10%	1%	.	-2	2	4%	2%	-19	?	-0.4%	1
COc1ccccc1OCC(=O)N1CCCCCCC1	-10%	-8%	-12	1	20	0%	-1%	-11	-3%	-1.1%	4
Cc1ccc(NC2=NCC(=O)N2C2CCCC2)c(C)c1	-15%	-3%	-11	3	1	1%	4%	0	6%	0.0%	-4
COc1cccc(N2CCN(S(=O)(=O)c3ccc(CN4C(=O)c5cccnc5C4=O)cc3)CC2)c1	.	48%[activator]	-7	1	9	4%	2%	14	.	0.2%	.
CCOc1cc(/C=C2/NC(=O)N(CC(=O)OC)C2=O)ccc1O	12%	12%	1	8	13	-1%	-1%	7	-1%	0.1%	2
Oc1ccc(N=Nc2cccc(C(F)(F)F)c2)cc1C=Nc1ccc(N2CCOCC2)cc1	-3%	8%	-1	0	12	0%	0%	-10	-11%	-0.3%	0
CNS(=O)(=O)c1cccc(C(=O)NCC2CCCCC2)c1	-1%	0%	-1	4	-9	1%	2%	6	.	-0.4%	3
Clc1ccc(C(c2nnnn2CCc2ccccc2)N2CCSCC2)cc1 (stereo not given)	-12%	11%	1	5	-11	-1%	5%	-3	0%	-0.4%	-2
Cc1ccsc1/C=N/NC(=S)NCCc1ccccc1	-14%	5%	12	-1	-2	4%	-2%	-2	-1%	0.1%	0
O=C(Nc1nc2ccccc2s1)c1ccc2c(c1)OCO2	?	7%	-17	?	-2	-1%	3%	?	-18%	-0.5%	1
CC1CCN(C(=O)CN(c2ccc3c(c2)OCO3)S(C)(=O)=O)CC1	-10%	9%	-14	0	-28	0%	2%	-5	-2%	-1.7%	2
COc1ccc2c(c1)CCc1cnc(N)nc1-2	16%	-9%	8	-3	-28	-2%	1%	-19	-1%	-0.7%	-13
O=C(/C=C/c1cccc([N+](=O)[O-])c1)Nc1cccc(NC(=O)c2cccs2)c1	?	-1%	-1	-3	-11	-2%	-1%	10	-1%	-0.7%	-3
COc1cc2c(C#CCCO)c(-c3ccc(C#N)cc3)oc(=O)c2cc1OC	.	.	7	3	2	.	1%	13	.	-0.1%	.
NC(=O)CNC(=O)[C@@H]1CC2(CC(c3cccc([N+](=O)[O-])c3)=NO2)CN1C(=O)c1ccccc1 (stereo not given in full)	-25%	-2%	.	-4	.	.	1%	-10	0%	-0.3%	0
Cc1cc2ncn(C(=O)N3CCCCC3)c2cc1C	6%	1%	0	5	-2	4%	2%	9	0%	-0.9%	1
Cn1cc(CN2CCN(Cc3ccccc3)C(CCO)C2)c(-c2ccccc2)n1 (stereo not given)	3%	15%	-5	0	5	9%	4%	-3	0%	0.0%	3

A draw from above in order of SMILES length, smallest number first.
SMILES	Menin MLL FP TR	MLL CXXC-DNA inh	KCNH2 WT inh	TRPV1 ag	KCNH2 3.1 block	GALK inh	USP2a inh	Giardia killer	PKM2 act	B2AR arrestin	FBPA coupling cs
Cc1cc2ncn(C(=O)N3CCCCC3)c2cc1C	6%	1%	0	5	-2	4%	2%	9	0%	-0.9%	1
Cc1ccc(NC2=NCC(=O)N2C2CCCC2)c(C)c1	-15%	-3%	-11	3	1	1%	4%	0	6%	0.0%	-4
Cn1cc(CN2CCN(Cc3ccccc3)C(CCO)C2)c(-c2ccccc2)n1 (stereo not given)	3%	15%	-5	0	5	9%	4%	-3	0%	0.0%	3

The results go on.
SMILES	Menin MLL FP TR	MLL CXXC-DNA inh	KCNH2 WT inh	TRPV1 ag	KCNH2 3.1 block	GALK inh	USP2a inh	Giardia killer	PKM2 act	B2AR arrestin	FBPA coupling cs
COc1ccc(CC(=O)NNC(=O)COc2ccc(C)cc2)cc1S(=O)(=O)N1CCOCC1	.	.	4	-1	2	.	0%	-4	.	-0.4%	.
N=C1SC(c2ccccc2)C(=O)N1c1ncc(Cc2ccccc2)s1 (stereo not given)	?	16%	-1	0	-12	-2%	3%	41[activator]	-5%	-0.8%	1
COc1ccc2[nH]c3c(c2c1)CCN1C(=O)N([C@@H](C)C(=O)NCC2CCCO2)C(=O)[C@]31C (stereo not given in full)	-27%	-4%	-1	-2	-3	.	3%	5	1%	0.2%	-1
CCN(c1ccccc1)S(=O)(=O)c1ccc2ccccc2c1	24%	-3%	-3	27	-5	-1%	3%	7	.	-0.5%	3
COc1cc(C(=O)NC(=S)Nc2nccs2)cc(OC)c1OC	-20%	2%	i	0	0	-1%	0%	6	-7%	0.1%	1
Cc1cccc(C(C)C)c1NC(=O)CN1C(=O)NC2(CCc3ccccc32)C1=O (stereo not given)	.	.	7	-1	-8	.	2%	11	.	-0.2%	.

Quoted from the results shown (three entries):
SMILES	Menin MLL FP TR	MLL CXXC-DNA inh	KCNH2 WT inh	TRPV1 ag	KCNH2 3.1 block	GALK inh	USP2a inh	Giardia killer	PKM2 act	B2AR arrestin	FBPA coupling cs
COc1ccc(CC(=O)NNC(=O)COc2ccc(C)cc2)cc1S(=O)(=O)N1CCOCC1	.	.	4	-1	2	.	0%	-4	.	-0.4%	.
N=C1SC(c2ccccc2)C(=O)N1c1ncc(Cc2ccccc2)s1 (stereo not given)	?	16%	-1	0	-12	-2%	3%	41[activator]	-5%	-0.8%	1
COc1ccc2[nH]c3c(c2c1)CCN1C(=O)N([C@@H](C)C(=O)NCC2CCCO2)C(=O)[C@]31C (stereo not given in full)	-27%	-4%	-1	-2	-3	.	3%	5	1%	0.2%	-1
